RAD52 inh – inhibitors of human RAD52 DNA annealing; P43351; recombinant RAD52 DNA annealing, FRET fluorescence; inhibition, % at 18.7 µM; 360,000 tested, 0.46% active; AID 651710;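 active = every replicate showing at least 50% inhibition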
ARNT TACC3 PPI – ARNT/TACC3 interaction disruption; Q9Y6A5; AlphaScreen His-ARNT PAS-B/GST-TACC3 binding, luminescence; TACC3 fragment carries E629A point mutation; inhibition, % at 9.99 µM; 390,000 tested, 0.66% active;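 active = mean inhibition of replicates at least 50% and at least half of replicates each reaching 50%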;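 also: 0% = complete ARNT plus TACC3 wells and 100% = ARNT alone without TACC3; many hits fall short of the cut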
esBAF inh – SWI/SNF esBAF complex inhibition. mouse ES cells, Bmi1-luciferase knock-in reporter, 24 h; 100% = twice the neutral-well signal. reporter increase, % at 12.5 µM. 350,000 tested, 2% active. AID 602393; in the data active = activation above about 40%;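 also: 0% = median of the plate's neutral control wells and 100% = double that signal; a rise in the Bmi1 reporter signal indicates esBAF inhibition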
RAD54 branch – inhibitors of human RAD54 branch migration; AID 602329; 360,000 tested, 0.14% active; RAD54 Holliday junction branch migration, FAM/BHQ fluorescence; Q92698; inhibition, % at 10.4 µM;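 active = mean normalized replicate activity at least 40 and at least half of replicates scoring 40 or more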;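 also: 0% = median of neutral control wells and 100% = median of positive control wells; inhibitors cause a drop in the FAM fluorescence signal; in these data hits start at about 50%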
XiGFP reactiv – X-chromosome reactivation activator | 360,000 tested, 0.055% active | XiGFP mouse fibroblasts, % GFP-positive cells imaging, 3 d; cells co-treated with 5-aza-dC sensitizer; scaled so ellipticine positive control = 100% | activation, % at 7.58 µM;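 active = mean normalized replicate activation at least 10% and every replicate at or above 10%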;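 also: 0% = median of on-plate neutral control wells and 100% = ellipticine 6 µM median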
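Material: XiGFP fibroblasts, SV40-immortalized; Buffer or medium: DMEM containing 5-aza-dC; Compound dosing: single point; Times: 3 days compound exposure.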
ERAP1 HTS inh – inhibitors of human ERAP1 aminopeptidase; Q9NZ08; recombinant ERAP1, Leu-AMC fluorescence, 60 min; inhibition, % at 10.7 µM; 340,000 tested, 0.15% active; AID 652197;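 active = mean replicate inhibition of at least 30%, or all replicates individually reaching that 30% level; inactive = mean below 30% and not every replicate reaching it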;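 also: 0% = neutral control wells and 100% = L-leucinethiol positive control wells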
Target sequence (Q9NZ08 whole entry, looked up): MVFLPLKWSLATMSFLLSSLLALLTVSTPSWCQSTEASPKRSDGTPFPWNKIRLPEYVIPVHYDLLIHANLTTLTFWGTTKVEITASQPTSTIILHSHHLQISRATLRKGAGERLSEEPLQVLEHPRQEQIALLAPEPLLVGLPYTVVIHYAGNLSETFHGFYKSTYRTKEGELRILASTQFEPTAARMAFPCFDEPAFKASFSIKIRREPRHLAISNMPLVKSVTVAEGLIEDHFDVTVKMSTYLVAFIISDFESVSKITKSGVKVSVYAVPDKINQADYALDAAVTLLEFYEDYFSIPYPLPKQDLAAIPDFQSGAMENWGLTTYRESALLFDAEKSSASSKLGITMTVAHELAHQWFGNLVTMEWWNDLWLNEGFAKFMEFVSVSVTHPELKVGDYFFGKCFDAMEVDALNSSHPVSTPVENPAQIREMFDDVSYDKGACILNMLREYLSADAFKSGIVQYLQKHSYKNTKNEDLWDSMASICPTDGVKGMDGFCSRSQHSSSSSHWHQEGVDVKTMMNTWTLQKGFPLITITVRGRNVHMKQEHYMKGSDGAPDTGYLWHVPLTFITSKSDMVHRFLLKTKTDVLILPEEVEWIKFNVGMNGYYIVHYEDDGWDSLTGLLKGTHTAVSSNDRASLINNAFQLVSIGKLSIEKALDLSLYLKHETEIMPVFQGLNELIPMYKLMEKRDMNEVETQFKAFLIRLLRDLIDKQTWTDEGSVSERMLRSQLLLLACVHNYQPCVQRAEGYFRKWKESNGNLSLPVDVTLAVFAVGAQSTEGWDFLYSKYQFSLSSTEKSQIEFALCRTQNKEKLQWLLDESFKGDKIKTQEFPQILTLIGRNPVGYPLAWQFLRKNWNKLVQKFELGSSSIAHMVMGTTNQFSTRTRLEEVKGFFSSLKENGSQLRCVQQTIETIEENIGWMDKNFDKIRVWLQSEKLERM
GSIS activator – GLuc luminescence reporter in INS-1E cells, primary screen for activators of glucose-dependent secretion of insulin; activation, % at 16.6 µM; 370,000 tested, 0.61% active; INS-1E GLuc reporter insulin secretion, 2-3 h;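 active = lowest replicate activation of at least 40%, so every replicate reaches that level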;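 also: 0% = median of neutral control wells and 100% = median of IBMX positive control wells; some compounds called inactive have numbers as strong as hits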
F508del corr – CFTR F508del correction in bronchial cells; 350,000 tested, 0.36% active; CFBE cells, YFP halide quenching; stimulated with forskolin plus potentiator P3; % fluorescence drop versus neutral controls; AID 720511; activity (quench increase), % at 7.58 µM;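 active = mean added fluorescence quench of at least 8% versus neutral control, with both replicates also reaching 8%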;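 also: cells transiently co-express mutant CFTR-F508del with the halide-sensitive YFP; corrector assay measuring rescue of mutant channel to the surface after 24 h compound exposure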
The depositor's hits bear a star; . = no result given. Rows were taken by chance. Share with any hit: about 3.3%.

SMILES	RAD52 inh	ARNT TACC3 PPI	esBAF inh	RAD54 branch	XiGFP reactiv	ERAP1 HTS inh	GSIS activator	F508del corr
Cc1ccc(S(=O)(=O)Nc2ccc3c(c2)C(=O)N([C@@H](C)CO)C[C@H](C)[C@H](CN(C)Cc2ccc4c(c2)OCO4)OCCCC[C@H](C)O3)cc1	-10	7	4	-23	-1.2	-4	-34	1.2
COc1ccc(/C=N/NS(C)(=O)=O)c(OC)c1	-9	-9	.	-1	-0.1	-3	.	.
COc1cccc(C(=O)OCn2nnc3ccccc3c2=O)c1OC	8	.	-2	-3	-0.3	0	.	0.0
Cc1cccc(C(CC(=O)NCCc2ccccc2)c2ccccc2)c1O (stereo unspecified)	-28	-11	9	-4	0.0	2	-44	2.5
CCC(=O)N1CC2(CCN(Cc3ccccc3Cl)CC2)c2c([nH]c3cc(OC)ccc23)[C@H]1CO	9	.	.	.	0.0	1	-14	2.3
C[C@@H]1CN([C@@H](C)CO)C(=O)Cc2cc(NC(=O)c3ccncc3)ccc2O[C@H]1CN(C)S(C)(=O)=O	-3	-3	-3	2	0.0	-1	7	-5.8
CCn1c(-c2nn(-c3ccc(C)cc3)ccc2=O)n[nH]c1=S	-3	12	.	.	0.0	-1	1	-1.7
COc1ccc(NC(=O)Cn2c(=O)cnc3ccccc32)cc1S(=O)(=O)N1CCCCC1	-17	9	6	.	-0.1	0	-16	-5.1
COc1ccc(NC(=O)CSc2nc(=O)n(CCN3CCOCC3)c3c2CCC3)cc1	7	6	3	-2	-0.1	-1	2	-1.6
Cc1ccc(S(=O)(=O)NCC[C@@H]2CC[C@@H](NC(=O)NC(C)C)[C@@H](CO)O2)cc1	15	.	0	-2	0.4	-1	9	-1.9
O=CN/N=C/c1c(O)ccc2ccccc12	-135	10	4	.	0.1	2	-7	-0.3
COc1cccc(NC(=O)Nc2nccc(C)n2)c1	-5	.	.	.	0.3	-2	7	2.2
CN(C)CCCCNC(=O)[C@@H]1C[C@@H]2C(=O)NCC(=O)N2[C@@H]1c1ccc(O)cc1	6	-32	.	-36	.	0	.	-2.7
C[C@@H]1CCCCO[C@H](CN(C)S(=O)(=O)c2ccc(Cl)cc2)[C@H](C)CN([C@H](C)CO)C(=O)c2cc(NS(=O)(=O)c3ccccc3)ccc2O1	10	-3	1	-6	0.3	3	-47	-6.0
OCCNc1nc(N2CCN(c3ccccc3)CC2)nc2ccccc12	8	11	-9	8	0.0	-5	0	-3.7
C[C@H](CO)N1C[C@H](C)[C@H](CN(C)Cc2ccncc2)Oc2ncc(C3=CCCCC3)cc2C1=O	10	-2	4	-4	-1.2	2	7	-0.3
COC(=O)[C@H](Cc1ccccc1)NC(=O)NCCc1ccccc1F	-10	9	2	-4	0.0	2	-8	-1.4
Cc1ccccc1NC(=O)CN1C(=O)NC2(CCCCCCC2)C1=O	-9	-4	1	-6	-0.1	0	8	-1.3
COc1ccc(N(C)S(=O)(=O)c2c(C)noc2C)c(OC)c1	0	-24	.	.	0.1	4	19	.
CCS(=O)(=O)Nc1ccc2c(c1)C(=O)N(C)C[C@H](OC)[C@H](C)CN(C(=O)CN(C)C)[C@H](C)CO2	-4	-7	-1	0	-0.1	1	10	-1.3
COc1ccc([C@H]2CC(=O)C=C(/C=C/c3ccc(C(F)(F)F)cc3)C2)cc1	-48	6	16	-1	0.2	-3	-1	-2.2
CC1CCCC(C)N1CCCNC(=O)c1ccc2nc(N3CCCCC3)sc2c1 (stereo unspecified)	-136	-2	72*	8	0.1	2	7	-0.5
C=Cc1ccc(Cn2c(C)c(C(=O)NCc3cccc([N+](=O)[O-])c3)sc2=O)cc1	-5	.	7	-1	-0.2	-1	-17	-1.1
CC=Cc1ccc2n(c1=O)C[C@@H]1[C@@H](CO)[C@H](C(=O)NCC3CC3)N(Cc3ccccc3)[C@H]21 (mixture of isomers)	-40	7	-2	3	0.4	-2	2	-1.2
CCOC(=O)c1[nH]c(=O)[nH]c1CNc1ccccc1C#N	-10	-1	-10	-3	0.0	-4	3	0.9

Further records follow.
SMILES	RAD52 inh	ARNT TACC3 PPI	esBAF inh	RAD54 branch	XiGFP reactiv	ERAP1 HTS inh	GSIS activator	F508del corr
CCNc1ccc([N+](=O)[O-])cc1	-10	-7	.	.	0.2	.	.	-1.6
Fc1cccc(CSc2ccc(-c3ccco3)nn2)c1	.	.	66*	6	0.1	.	31	.
COc1ccc(NC(=O)COC(=O)COc2ccc(Br)cc2)cc1	-8	-2	.	.	0.1	11	-2	-1.1
Cc1ccccc1N(CC(=O)NCc1ccco1)C(=O)CCC(=O)Nc1nccs1	-16	3	.	.	0.3	-2	9	-3.0
O=C(CCC(=O)c1ccccc1)Nc1ccc(C(=O)O)cc1	-12	2	-3	8	0.0	1	28	-0.1
C[C@H](O)C#Cc1ccc([C@H]2[C@H](CO)N3CCCCN(C(=O)Nc4ccccc4)C[C@@H]23)cc1	-26	-10	16	1	0.1	1	13	-1.7
Cn1nc(C(C)(C)C)cc1C(=O)N1CCCCC1c1cc(C(=O)NCc2ccccc2)no1 (stereo unspecified)	-16	.	-6	2	-0.1	-1	-26	1.8
O=C(Nc1ccccc1Cl)N1C[C@H]2[C@@H](c3ccccc31)[C@H](CO)N2Cc1ccccc1	6	-7	1	-1	0.2	3	1	-0.4
Cc1ccc(NC(=O)[C@@H]2O[C@H](CO)[C@H](O)[C@H](O)[C@H]2O)cc1C(F)(F)F	-10	.	-3	4	-0.1	-2	.	-1.3
O=C(NC1CC1)C1CC(=O)N(c2ccc(F)cc2)C1 (stereo unspecified)	5	-6	-9	.	-0.1	-4	3	2.5
COC(=O)C(C(=O)OC)c1ccc(N)cc1	-2	-3	-9	-15	-0.1	-3	1	-2.5
C[C@H]1CN([C@@H](C)CO)C(=O)c2cc(NC(=O)CCN3CCOCC3)ccc2O[C@@H]1CN(C)C(=O)Nc1ccc(F)cc1	-4	1	-1	0	-0.1	-2	19	-1.6
Cc1[nH]c(C)c(S(=O)(=O)N(C)Cc2ccccc2)c1C(=O)N1CCCC1	-5	-6	3	-1	0.3	1	-6	0.0
O=[N+]([O-])c1c(Nc2ccc(O)cc2)cc(N2CCOCC2)c2nonc12	-26	.	.	.	0.0	4	15	-1.5
COc1cccc(C(O)c2nc(-c3ccc(F)c(Cl)c3)cs2)c1 (stereo unspecified)	-2	.	-4	9	0.1	0	-14	0.3
C[C@H](CO)N1C[C@H](C)[C@H](CN(C)C(=O)NC2CCCCC2)OCCCC[C@H](C)Oc2ccc(NC(=O)c3ccccc3)cc2C1=O	.	-1	4	-2	0.3	.	-39	-2.2
C[C@H]1CN([C@@H](C)CO)C(=O)c2c(c3ccccc3n2C)-c2ccccc2CO[C@@H]1CN(C)Cc1ccc(F)cc1	31	.	.	.	0.1	1	-10	1.2
COc1ccc(S(=O)(=O)N(C)C[C@H]2OCCCC[C@@H](C)Oc3ccc(NS(=O)(=O)c4cccs4)cc3C(=O)N([C@H](C)CO)C[C@@H]2C)cc1	-18	-5	7	-6	0.1	0	5	-0.6
Cc1ccc(C(CC(=O)O)NC(=O)CCNC(=O)c2ccco2)cc1 (stereo unspecified)	-14	1	3	-2	0.0	3	3	-1.4
CC(C)(C)c1ccc(CC(=O)N2CCC2(C)C(=O)Nc2ccc(F)cc2F)cc1 (stereo unspecified)	-2	.	-3	8	0.0	-2	.	0.1
COc1ccc(C2=CC(=O)C[C@H](c3ccc(F)cc3)C2)cc1F	-11	5	3	-2	-0.4	.	-17	4.9
O=C(NCc1ccc(Cl)cc1)C1CCN(c2cnccn2)CC1	-9	-2	.	.	-0.2	2	12	-0.1
CC(C)C#Cc1ccc2c(c1)O[C@@H](CN(C)S(=O)(=O)c1cn(C)cn1)[C@H](C)CN([C@@H](C)CO)S2(=O)=O	-4	0	4	0	-0.7	0	16	2.2
CC1CCCCC1NC(=O)COC(=O)Cc1ccc(Br)cc1 (stereo unspecified)	-21	6	.	.	0.4	-1	5	-5.0
Cc1ccc(NC(=O)N2CCc3ccccc3C2)cc1C	-10	-8	61*	7	0.1	-1	2	-0.7
c1ccc(-n2ncc3c2ncn2cnnc32)cc1	.	-5	6	-2	.	.	17	.
C[C@H](CO)N1C[C@H](C)[C@@H](CN(C)S(=O)(=O)c2ccc(F)cc2)OCCCC[C@H](C)Oc2ccc(NC(=O)Cc3ccccc3)cc2C1=O	.	-1	-6	-7	-0.1	.	-13	-8.2
O=C(OCc1nnc(-c2ccc([N+](=O)[O-])cc2)o1)c1ccc(F)c(S(=O)(=O)N2CCOCC2)c1	-14	3	-3	-21	0.0	0	3	0.2
C=CCNC(=O)[C@H]1[C@@H]2C(=O)O[C@@H](c3ccccc3)[C@@H](c3ccccc3)N2[C@@H](c2ccc(OCCO)cc2)[C@]12C(=O)Nc1ccccc12	-5	-6	.	-3	.	-3	.	-2.1

Shown with each value named: 4 of the compounds above
CC(C)(C)c1ccc(CC(=O)N2CCC2(C)C(=O)Nc2ccc(F)cc2F)cc1 (stereo unspecified)
  RAD52 inh: -2	ARNT TACC3 PPI: .	esBAF inh: -3	RAD54 branch: 8	XiGFP reactiv: 0.0	ERAP1 HTS inh: -2	GSIS activator: .	F508del corr: 0.1
COc1cccc(C(=O)OCn2nnc3ccccc3c2=O)c1OC
  RAD52 inh: 8	ARNT TACC3 PPI: .	esBAF inh: -2	RAD54 branch: -3	XiGFP reactiv: -0.3	ERAP1 HTS inh: 0	GSIS activator: .	F508del corr: 0.0
Cc1[nH]c(C)c(S(=O)(=O)N(C)Cc2ccccc2)c1C(=O)N1CCCC1
  RAD52 inh: -5	ARNT TACC3 PPI: -6	esBAF inh: 3	RAD54 branch: -1	XiGFP reactiv: 0.3	ERAP1 HTS inh: 1	GSIS activator: -6	F508del corr: 0.0
C[C@H](CO)N1C[C@H](C)[C@@H](CN(C)S(=O)(=O)c2ccc(F)cc2)OCCCC[C@H](C)Oc2ccc(NC(=O)Cc3ccccc3)cc2C1=O
  RAD52 inh: .	ARNT TACC3 PPI: -1	esBAF inh: -6	RAD54 branch: -7	XiGFP reactiv: -0.1	ERAP1 HTS inh: .	GSIS activator: -13	F508del corr: -8.2

Marked active in esBAF inh (from the list above):
SMILES | RAD52 inh | ARNT TACC3 PPI | esBAF inh | ERAP1 HTS inh | GSIS activator | F508del corr
CC1CCCC(C)N1CCCNC(=O)c1ccc2nc(N3CCCCC3)sc2c1 (stereo unspecified) | -136 | -2 | 72* | 2 | 7 | -0.5
Fc1cccc(CSc2ccc(-c3ccco3)nn2)c1 | . | . | 66* | . | 31 | .
Cc1ccc(NC(=O)N2CCc3ccccc3C2)cc1C | -10 | -8 | 61* | -1 | 2 | -0.7

Four compounds from above, sorted by length of the SMILES, high to low.
SMILES	RAD52 inh	ARNT TACC3 PPI	esBAF inh	RAD54 branch	XiGFP reactiv	ERAP1 HTS inh	GSIS activator	F508del corr
CC(C)C#Cc1ccc2c(c1)O[C@@H](CN(C)S(=O)(=O)c1cn(C)cn1)[C@H](C)CN([C@@H](C)CO)S2(=O)=O	-4	0	4	0	-0.7	0	16	2.2
C[C@@H]1CN([C@@H](C)CO)C(=O)Cc2cc(NC(=O)c3ccncc3)ccc2O[C@H]1CN(C)S(C)(=O)=O	-3	-3	-3	2	0.0	-1	7	-5.8
CC(C)(C)c1ccc(CC(=O)N2CCC2(C)C(=O)Nc2ccc(F)cc2F)cc1 (stereo unspecified)	-2	.	-3	8	0.0	-2	.	0.1
Cc1[nH]c(C)c(S(=O)(=O)N(C)Cc2ccccc2)c1C(=O)N1CCCC1	-5	-6	3	-1	0.3	1	-6	0.0

Assay outcomes from PubChem.
